Bioassay records as filed in PubChem.
Redox H2O2 prof – compounds producing H2O2 with reducing agent – biochemical, NIH compound library profiling, artefact control for MLSCN library redox annotation, primary screen; 200,000 compounds, 0.03% hits; DTT-dependent redox cycling H2O2, phenol red/HRP absorbance; 100% = 100 µM peroxide control, 0% = buffer; activation, % at 10 µM; AID 878, 2007;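 active = activation of at least 50% relative to the plate's high and low controls in the primary single-dose screen; inactive = activation below 50%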;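 note: compound incubated with DTT at 0.8 mM final as the reducing agent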
PPARg SRC2 recr – agonists of PPARg-SRC-2 recruitment, primary screen, biochemical, HTS. PPARgamma LBD-SRC-2 recruitment. Peroxisome proliferator-activated receptor gamma (Homo sapiens), P37231. AID 1032, 2008. 200,000 compounds, 0.34% hits. activation, % at 8 µM; in the data active = activation above about 22%;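 note: 0% = vehicle and 100% = reference agonist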
S1P3 antagonist – S1P3 receptor antagonists, primary screen, cell-based | Sphingosine 1-phosphate receptor 3 (Homo sapiens), Q99500 | inhibition, % at 4.98 µM | CHO S1P3 NFAT-BLA reporter, FRET fluorescence, antagonist mode | 170,000 compounds, 0.27% hits;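 active = inhibition above the plate cutoff, the mean inhibition of test wells on that plate plus 3 SD, cut at about 28% in these data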;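 note: cells challenged with S1P at its EC80 of 0.8 µM; blue over green emission ratio from cleaved BLA substrate after 4 h stimulation; 0% = S1P-stimulated wells and 100% = unstimulated DMSO-only wells; some compounds past the cut are filed as inactive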
Target sequence (Q99500 whole entry, looked up): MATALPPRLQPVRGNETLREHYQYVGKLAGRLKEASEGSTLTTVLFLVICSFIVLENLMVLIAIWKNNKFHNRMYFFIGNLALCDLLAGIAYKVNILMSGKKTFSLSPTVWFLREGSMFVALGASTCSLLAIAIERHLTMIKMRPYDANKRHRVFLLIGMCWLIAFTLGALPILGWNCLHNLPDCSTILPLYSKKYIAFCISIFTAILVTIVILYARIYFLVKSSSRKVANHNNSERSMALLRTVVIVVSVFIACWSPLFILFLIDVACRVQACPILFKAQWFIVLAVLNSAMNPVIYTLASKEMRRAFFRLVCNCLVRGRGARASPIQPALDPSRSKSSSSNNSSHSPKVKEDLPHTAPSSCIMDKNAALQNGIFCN
bIAP act – bovine intestinal alkaline phosphatase activators, primary screen, biochemical, bovine IAP, CDP-star luminescence; 200,000 compounds, 0.17% hits; purified bovine IAP, 30 min; active compounds read high; fold of DMSO-control signal, blank-subtracted; activation factor at 20 µM;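 active = activation factor of 2 or more at 20 µM, a signal rise over negative controls twice the positive control's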
PPARg SRC-3 ag – PPARgamma agonists recruiting SRC-3 coactivator, primary screen, biochemical | Peroxisome proliferator-activated receptor gamma (Homo sapiens), P37231 | biochemical PPARgamma/SRC-3 coactivator recruitment assay | activation, % at 8 µM | 200,000 compounds, 0.26% hits; in the data active = activation above about 23%;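 note: 0% = DMSO and 100% = reference agonist; some compounds past the cut are filed as inactive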
TR-FRET SRC-2 ct – TR-FRET signal artefacts, primary screen, artefact control for PPARgamma SRC-2 agonist project, biochemical. TR-FRET artefact counter-screen; active compounds read high. TR-FRET ratio at 8 µM. 200,000 compounds, 0.4% hits; in the data active = TR-FRET ratio above about 2000; note: inactives centre near 1500
bIAP inh – bovine intestinal alkaline phosphatase inhibitors, primary screen, selectivity assay for TNAP inhibitor project, biochemical, bovine IAP, CDP-star luminescence; alkaline phosphatase, intestinal [Bos taurus]; purified bovine IAP, 30 min; inhibition, % at 20 µM; 190,000 tested, under 10 active; AID 1019, 2008;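 active = over 50% inhibition of intestinal alkaline phosphatase at 20 µM in the single-dose screen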
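System: Purified bovine intestinal alkaline phosphatase (IAP) enzyme | Input: IAP diluted 1/65,000,000 in the well | Also added: CDP-star chemiluminescent phosphatase substrate, 30 µM final | Dosing: 20 µM single dose | Times: Enzyme reaction for 30 min at room temperature | Detection: Luminescence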
TLR4-MyD88 BLA – inhibitors of TLR4-MyD88 association in cells, primary screen, cell-based, HeLa CL3-4, BLA complementation, FRET ratio. HeLa CL3-4 TLR4/MyD88 BLA complementation. inhibition, % at 8.4 µM. 200,000 compounds, 0.18% hits; in the data active = inhibition above about 25%;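 note: 0% = vehicle and 100% = reference inhibitor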
PPARg SRC-1 ag – PPARgamma agonists recruiting SRC-1 coactivator, primary screen, biochemical; Peroxisome proliferator-activated receptor gamma (Homo sapiens), P37231; PPARgamma-SRC-1 coactivator recruitment biochemical assay; activation, % at 8 µM; 200,000 compounds, 0.41% hits; AID 631, 2007; in the data active = activation above about 19%;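 note: 0% = DMSO and 100% = reference agonist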
ROMK primary – ROMK potassium channel modulators, primary screen, cell-based, thallium flux, MLSMR library; ATP-sensitive inward rectifier potassium channel 1 (Homo sapiens), P48048; Tet-inducible ROMK, thallium flux fluorescence; actives lie on both sides; 130,000 compounds, 2% hits; B-score at 10 µM; AID 1918, 2009;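 active = signal ratio slope over the read window, or its plate-corrected B-score, at least 3 SD from the plate mean, either direction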;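 note: B-score of the F/F0 ratio slope over 7 to 12 s after thallium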
Target sequence (P48048 whole entry, looked up): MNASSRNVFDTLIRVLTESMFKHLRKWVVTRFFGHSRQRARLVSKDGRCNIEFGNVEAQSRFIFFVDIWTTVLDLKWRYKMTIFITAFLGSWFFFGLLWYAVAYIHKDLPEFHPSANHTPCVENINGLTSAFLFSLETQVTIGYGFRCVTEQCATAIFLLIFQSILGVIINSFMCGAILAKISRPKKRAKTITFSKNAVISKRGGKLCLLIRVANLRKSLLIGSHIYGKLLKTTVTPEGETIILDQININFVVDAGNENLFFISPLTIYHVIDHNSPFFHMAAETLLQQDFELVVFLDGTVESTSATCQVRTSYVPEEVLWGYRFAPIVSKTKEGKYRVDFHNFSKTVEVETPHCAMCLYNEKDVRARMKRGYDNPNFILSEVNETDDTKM
L major viab – Leishmania major promastigote growth inhibition, primary screen; Leishmania major promastigotes, resazurin fluorescence viability; inhibition, % at 10 µM; 200,000 compounds, 9% hits; AID 1063, 2008; in the data active = inhibition above about 50%;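 note: promastigotes grown with compound for 44 hours at 28 °C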
Active calls of the source: *; · = not tested or not shown. Compounds were not picked by outcome; 11% or so of the library scored in one or more.

structure	Redox H2O2 prof	PPARg SRC2 recr	S1P3 antagonist	bIAP act	PPARg SRC-3 ag	TR-FRET SRC-2 ct	bIAP inh	TLR4-MyD88 BLA	PPARg SRC-1 ag	ROMK primary	L major viab
COC(=O)CCCCC1SCC(NC(=O)OC)C1NC(=O)OC (stereo not given)	-0.6	4	8	0.9	1	1580	9	5	6	-0.22	-6
COc1ccccc1CNC(=O)C1CCN(S(C)(=O)=O)CC1	0.6	6	12	1	-2	1420	2	9	4	-0.68	-9
COc1cccc(C(=O)N(Cc2ccco2)Cc2cc3cccc(C)c3[nH]c2=O)c1	-0.5	-5	3	1	-3	1463	4	0	2	0.31	38
Cc1cccc(NC(=O)C2CCCN(C(=O)Nc3ccccc3)C2)c1C (stereo not given)	1.6	6	1	0.9	-5	1631	10	5	-3	·	-2
NS(=O)(=O)c1ccc(NC(=S)NCc2cccs2)cc1	-0.3	4	3	1	0	1727	-1	-6	0	-1.3	-4
CCOc1ccc(NC(=O)CNc2ccc(C)cc2Cl)cc1	0.2	1	·	0.8	-6	1308	20	3	5	-0.33	-3
O=C(COc1ccc2ccccc2c1Br)NCc1ccccn1	-0.4	5	-14	1	1	1589	3	6	-1	-2.3	-4
CC(NC(=O)C1CCCN(C(=O)N(C)C)C1)c1ccccc1 (stereo not given)	-15	0	·	1	0	1419	3	4	-3	·	-3
O=C(Cn1cc(/C=N/NC(=O)c2ccccc2Br)c2ccccc21)Nc1ccc(F)cc1	-0.3	-1	-2	0.7	0	1517	29	2	0	0.3	-2
O=C(CSc1nnnn1-c1ccc(F)cc1)NCc1cccs1	-0.3	-2	-2	1.1	0	1452	-8	2	1	-0.97	-6
CCCCNC(=O)C1c2cc(OC)c(OC)cc2C(=O)N(C)C1c1ccc(OC)cc1 (stereo not given)	-2.9	-2	·	1.3	-1	1537	-33	2	6	·	-1
CN(C)c1nc(OCC(=O)NC(C)(C)C)nc(N(C)C)n1	2.8	10	-9	1	8	1594	4	-3	-4	-0.68	-3
Cc1cc(C)nc(Sc2nc(C)nc3c2oc2ccccc23)n1	-0.1	9	20	0.9	1	1615	8	-3	6	-0.15	72*
CC([NH2+][O-])C(C)(C)NO (stereo not given)	2.5	-6	·	1	1	1489	3	-18	5	·	-7
CC(=O)c1cccc(NC(=O)c2ccc(NS(C)(=O)=O)cc2)c1	0.9	8	-13	1	-1	1514	2	-10	7	0.4	4
O=C(NCC1CCCO1)C1CCCN1C(=O)Nc1ccc(Cl)cc1 (stereo not given)	-1.1	-1	-10	1.1	2	1405	-5	0	-5	0.25	-3
COc1ccc(NC(=O)CSc2nnc(-c3ccccn3)n2N)cc1	0.4	-5	·	0.9	-5	1448	10	-7	1	0.83	0
CCOc1cc(-c2cc(-c3ccccc3)nc(N)c2C#N)ccc1O	0.1	4	·	0.8	-9	1516	16	4	-2	-0.0077	-3
COC(=O)CCC(=O)Nc1ccc(C)cc1OC(=O)CCC(=O)OC	0.1	0	·	1	5	1555	3	-2	2	-0.99	-4
O=C(COC(=O)c1cnc(Cl)c(Cl)c1)NCc1ccco1	-1.7	1	11	0.7	1	1810	28	-3	2	0.0083	-6
CCCCc1cn([C@@H](CCCCNC(=O)OC(C)(C)C)C(=O)N2CCN(C(=O)OC(C)(C)C)CC2)nn1	0.2	3	-7	1	3	1718	4	-24	10	·	4
COc1ccc(NC(=O)CSc2nc3c(c(=O)[nH]2)CCC3)cc1OC	1.2	0	-36	0.9	-16	1564	6	16	5	0.57	-4
Cc1ccc(NC(=O)/C(=C\c2cccnc2)NC(=O)c2ccco2)cc1	1.9	-1	·	1	-1	1495	4	-23	-6	0.39	-1
COc1ccc(-n2cc(CNCc3cnc4ccccn34)c(-c3cccc(F)c3)n2)cc1	-0.8	0	-13	1.3	1	1612	-33	-7	8	-1.8	42
CC(=O)Nc1ccc(N2C(=O)CC(Sc3nc4ccccc4s3)C2=O)cc1 (stereo not given)	-1.9	-6	-35	1	0	1381	-1	-2	3	1.4	24
Cc1cc(C)n2nc(SCc3nnc(SCc4ccccc4C)s3)nc2n1	0.2	-2	·	1.1	-1	1454	-8	4	-3	-1.1	-1
Clc1ccc(CSc2ncn(-c3ccccc3)n2)cc1	2.7	2	·	0.9	9	1515	10	3	-6	-0.41	5
CCOC(=O)c1cn(Cc2ccc(Br)cc2)nn1	0.3	9	2	0.8	7	1657	15	-16	2	·	-10
CCn1c(C)nc2cc(C(=O)NNC(=O)Nc3ccc(Cl)c(Cl)c3)ccc21	-0.3	1	6	1	-4	1459	-4	-9	-1	-1.2	-3
COc1ccc(CCNC(=S)NCCc2c[nH]c3ccccc23)cc1	0.5	-8	6	1.1	0	1445	-8	2	-3	0.35	91*
Cc1ccc(N(C(=O)Cn2nnc(-c3ccc(F)cc3)n2)C(CC(C)C)C(=O)NCC2CCCO2)cc1 (stereo not given)	1.4	14	·	1.2	14	1677	-16	6	15	·	2
CC(C)(C)c1csc(NC(=O)Nc2ccccc2)n1	-0.1	-8	2	1	1	1727	2	-2	2	0.5	1
Cc1cc(CNC(=O)COc2cc(F)ccc2[N+](=O)[O-])c2ccccc2n1	0.1	3	3	1	2	1599	4	-2	0	-1.3	-2
C/C(CC(=O)Nc1ccc(Cl)cc1Cl)=N\NC(=O)C(=O)NCCO	0.2	1	-18	1	-3	1426	0	7	-2	-0.29	-1
O=C(Cn1nnc(-c2cccc(C(F)(F)F)c2)n1)NC1CCCC1	1.0	8	-11	0.9	-7	1394	5	-21	3	0.59	-5
NC(=O)c1ccsc1NC(=O)c1ccc(S(=O)(=O)N2CCCCC2)cc1	-2.7	1	10	0.9	2	1737	9	8	0	·	13
O=C(CC(SCCO)c1ccc(F)cc1)c1ccco1 (stereo not given)	2.4	3	-10	0.9	-3	1448	8	2	10	·	84*
Cc1nc(NC(=O)CC(C)C)sc1-c1csc(Nc2ccc(Cl)cc2)n1	7.9	4	·	1	-1	1451	5	1	3	·	35
O=C(Nc1c(Cl)cccc1Cl)C1CCC1	3.0	2	-71	0.8	4	1605	17	9	5	0.8	-5
Cn1ccnc1C1CCCCN1Cc1nc(-c2ccc3c(c2)OCO3)no1 (stereo not given)	0.8	-7	1	0.9	-3	1447	9	7	38*	-0.086	15
CN(CC(=O)Nc1ccc(F)cc1)C(=O)COc1ccc([N+](=O)[O-])cc1Cl	-0.2	5	-4	1	2	1474	4	-23	4	-1.5	2
CC(C)(C)NS(=O)(=O)c1ccc2nc(NC(=O)Cc3cccs3)sc2c1	1.3	14	-2	0.8	-3	1767	17	11	0	0.27	95*
Cc1nnc(-c2ccccc2)c[n+]1[O-]	0.3	2	·	0.8	0	1533	22	-9	0	1.3	3
Cc1cccc(NC(=O)CNc2cc(C)ccc2C)c1	-1.1	-1	·	0.9	-4	1634	12	0	10	-1	12
Cc1cccc(N=C(N2CCOCC2)P(=O)(N2CCOCC2)N2CCOCC2)c1	0.3	4	·	0.8	-10	1352	16	0	0	·	-6
COc1cc(-c2nnc(-c3ccc(S(=O)(=O)c4ccccc4)cc3)o2)cc(OC)c1OC	0.3	-4	-15	1	-2	1601	0	17	-11	0.74	8
Cc1ccc(CS(=O)(=O)c2ccccc2-c2nnc(-c3ccc(Cl)cc3)o2)cc1	2.4	12	·	0.9	10	1467	7	-3	8	·	-7
Cc1cc(C)n2nc(C(=O)Nc3ccc(S(=O)(=O)N4CCCCC4)cc3)nc2n1	0.1	7	·	0.9	-8	1439	15	-5	4	0.34	11
CC(C)(C)NC(=O)NC(=O)COC(=O)c1cccc(NS(=O)(=O)c2ccc(F)c(F)c2)c1	1.8	7	-8	0.6	3	1663	37	-2	5	·	7
O=C(Cn1cccc1)N1CCN(C(c2ccccc2)c2ccccc2)CC1	-0.3	14	-14	1	10	1462	2	3	4	0.5	30

(listing goes on)
structure	Redox H2O2 prof	PPARg SRC2 recr	S1P3 antagonist	bIAP act	PPARg SRC-3 ag	TR-FRET SRC-2 ct	bIAP inh	TLR4-MyD88 BLA	PPARg SRC-1 ag	ROMK primary	L major viab
CCOc1ccc(S(=O)(=O)NC(C)C)cc1C(N)=O	-1.6	-4	-22	0.9	1	1583	9	-10	3	-0.018	-2
COc1ccccc1-n1c(=O)oc2ccc(Cl)cc2c1=O	1.7	7	-4	1	6	1672	4	1	-1	·	0
CCOC(=O)N1CCN(C(=O)CSc2ccc3nnc(CCNC(=O)c4ccccc4)n3n2)CC1	0.0	1	2	1.1	0	1438	-12	-3	10	-0.16	4
CC(=O)c1cc2c(C)c(C(=O)c3ccccc3)oc2cc1O	0.0	0	-6	1.1	2	1726	-5	-2	3	-0.5	40
Cc1nc2ccccc2n1CC(O)Cn1c2ccccc2c2ccccc21 (stereo not given)	0.1	12	·	1	2	1410	0	19	4	-0.75	20
CCCCC(=O)NC(=S)NNC(=O)c1ccc(Cl)cc1Cl	-0.1	0	-11	1.1	4	1525	-9	-2	8	0.73	4
COc1ccc(C(=O)N2CCC(C(=O)Nc3ccc4c(c3)OCCO4)CC2)cc1	-0.1	-2	·	1	12	1433	-5	6	9	-0.7	6
Cc1cccc(NC(=S)N2CCCCC2)c1	0.4	-9	5	1.5	0	1453	-50	1	2	·	-4
CCOc1cccc2cc(-c3nnc(NCc4ccco4)s3)c(=O)oc12	-0.4	12	17	0.9	4	1651	6	21	12	-1.1	9
CCCC[n+]1ccn(-c2nc3ccccc3nc2[N-]S(=O)(=O)c2ccccc2)c1	0.4	-1	·	1.1	-6	1472	-14	-2	-3	0.5	54*
O=C(Nc1cccc(NC(=O)C2CC2)n1)C1CC1	0.0	-3	5	0.8	1	1703	17	-8	-3	0.55	-2
Cc1nnc(N/N=C/c2ccco2)n1N	0.5	0	-4	1.1	-1	1433	-11	4	-3	-0.57	-4
Cc1ccc2oc(=O)n(CC(=O)O)c2c1	-0.5	5	-12	0.9	11	1431	6	-12	-4	·	-10
O=C(CCCCCn1c(=O)[nH]c2ccsc2c1=O)N1CCN(C2CCCCC2)CC1	-1.3	·	-9	1.1	·	·	-15	·	·	·	2
